PPARg SRC1 recr – PPARgamma-driven SRC-1 recruitment agonism. PPARgamma-SRC-1 coactivator recruitment biochemical assay. activation, % at 8 µM. 200,000 compounds, 0.41% hits. AID 631; in the data active means activation above about 19%;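 further: 0% = DMSO and 100% = reference agonist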
Target sequence (P37231 whole entry, looked up): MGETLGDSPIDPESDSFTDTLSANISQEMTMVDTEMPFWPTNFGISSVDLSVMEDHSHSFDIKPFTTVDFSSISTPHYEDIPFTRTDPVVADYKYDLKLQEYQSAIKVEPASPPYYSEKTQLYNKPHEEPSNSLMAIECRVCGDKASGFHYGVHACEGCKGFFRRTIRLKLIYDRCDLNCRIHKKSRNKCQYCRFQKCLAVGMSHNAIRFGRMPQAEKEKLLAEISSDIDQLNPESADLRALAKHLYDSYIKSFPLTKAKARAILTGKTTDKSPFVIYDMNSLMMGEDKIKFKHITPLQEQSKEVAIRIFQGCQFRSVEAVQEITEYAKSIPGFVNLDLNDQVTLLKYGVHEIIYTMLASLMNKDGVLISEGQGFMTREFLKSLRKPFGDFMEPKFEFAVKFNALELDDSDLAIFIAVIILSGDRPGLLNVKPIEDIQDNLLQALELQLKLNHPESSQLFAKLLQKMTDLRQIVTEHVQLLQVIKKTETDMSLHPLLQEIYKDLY
SRC2 TRFRET art – flags TR-FRET format artefacts in PPARgamma SRC-2 recruitment agonist screen; TR-FRET artefact counter-screen; stronger effect = higher value; TR-FRET ratio at 8 µM; 200,000 compounds, 0.4% hits; in the data active means TR-FRET ratio above about 2000; further: inactives centre near 1500
DTT redox prof – compounds producing H2O2 with reducing agent – biochemical, NIH compound library profiling, artefact control for MLSCN library redox annotation, primary screen. DTT-dependent redox cycling H2O2, phenol red/HRP absorbance; 100% = 100 µM peroxide control, 0% = buffer. 200,000 compounds, 0.03% hits. activation, % at 10 µM. AID 878;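 active means activation of at least 50% relative to the plate's high and low controls in the primary single-dose screen; inactive means activation below 50%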;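 further: compound incubated with DTT at 0.8 mM final as the reducing agent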
S1P3 antagonist – antagonists of human S1P3 receptor | CHO S1P3 NFAT-BLA reporter, FRET fluorescence, antagonist mode | inhibition, % at 4.98 µM | 170,000 compounds, 0.27% hits | AID 485;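 active means inhibition above the plate cutoff, the mean inhibition of test wells on that plate plus 3 SD, cut at about 28% in these data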;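 further: cells challenged with S1P at its EC80 of 0.8 µM; blue over green emission ratio from cleaved BLA substrate after 4 h stimulation; 0% = S1P-stimulated wells and 100% = unstimulated DMSO-only wells; some compounds past the cut are filed as inactive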
Target sequence (Q99500 whole entry, looked up): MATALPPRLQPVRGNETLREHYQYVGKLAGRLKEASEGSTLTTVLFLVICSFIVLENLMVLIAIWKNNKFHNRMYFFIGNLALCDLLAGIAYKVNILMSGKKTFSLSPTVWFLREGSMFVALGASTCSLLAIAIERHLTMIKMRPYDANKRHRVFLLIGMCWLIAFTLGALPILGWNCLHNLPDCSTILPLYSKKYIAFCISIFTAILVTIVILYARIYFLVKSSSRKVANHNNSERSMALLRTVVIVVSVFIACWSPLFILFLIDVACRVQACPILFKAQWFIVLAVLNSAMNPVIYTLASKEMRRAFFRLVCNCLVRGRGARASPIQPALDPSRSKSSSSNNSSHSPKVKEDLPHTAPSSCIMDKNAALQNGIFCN
RAM network inh – yeast RAM network inhibition; AID 868; 190,000 compounds, 1.8% hits; inhibition, % at 50 µM; S. cerevisiae dse1pr::URA3 reporter, 5-FOA growth OD615, 2 d; analog-sensitive cbk1-as2 kinase mutant strain;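 active means inhibition above a set limit, 3 SD over mean compound inhibition, cut at about 8.4% in these data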;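 further: 0% = DMSO-only wells with no growth and 100% = 10 µM 1-NA-PP1 full growth; inhibition rescues growth on 5-FOA so higher OD means more RAM inhibition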
L major viab – inhibitors of Leishmania major promastigote growth; Leishmania major promastigotes, resazurin fluorescence viability; inhibition, % at 10 µM; 200,000 compounds, 9% hits; in the data active means inhibition above about 50%;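 further: promastigotes grown with compound for 44 hours at 28 °C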
PPARg SRC-3 ag – promotes SRC-3 coactivator recruitment by human PPARgamma; P37231; biochemical PPARgamma/SRC-3 coactivator recruitment assay; activation, % at 8 µM; 200,000 compounds, 0.26% hits; AID 731; in the data active means activation above about 23%;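 further: 0% = DMSO and 100% = reference agonist; some compounds past the cut are filed as inactive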
bIAP inhibitor – blocks bovine intestinal alkaline phosphatase activity. AID 1019. purified bovine IAP, CDP-star luminescence, 30 min. 190,000 tested, under 10 active. inhibition, % at 20 µM;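 active means over 50% inhibition of intestinal alkaline phosphatase at 20 µM in the single-dose screen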
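test system = bovine IAP enzyme | medium = DEA buffer 100 mM, pH 9.8, with MgCl2 1.0 mM, ZnCl2 0.02 mM | detection = luminescence | dosing = single compound dose of 20 µM, 2% DMSO final | incubation = 30 min reaction at room temperature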
PPARg SRC2 recr – promotes SRC-2 coactivator recruitment by human PPARgamma; P37231; PPARgamma LBD-SRC-2 recruitment, biochemical; activation, % at 8 µM; 200,000 compounds, 0.34% hits; in the data active means activation above about 22%;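 further: 0% = vehicle and 100% = reference agonist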
HMGR II inh – E. faecalis class II HMG-CoA reductase inhibition; purified E. faecalis HMGR, NADPH absorbance 340 nm kinetic; inhibition, % at 10 µM; 190,000 compounds, 0.41% hits; AID 1066;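 active means inhibition above a set limit, the median over all tested compounds plus 3 SD, cut at about 9.5% in these data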;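 further: enzyme runs in reverse so mevalonate oxidation gives rising NADPH absorbance; 0% = complete reaction with DMSO and 100% = background rate lacking mevalonate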
ROMK mod – modulators of human ROMK potassium channel; B-score at 10 µM; 130,000 compounds, 2% hits; P48048; Tet-inducible ROMK, thallium flux fluorescence; actives lie on both sides; AID 1918;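 active means signal ratio slope over the read window, or its plate-corrected B-score, at least 3 SD from the plate mean, either direction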;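 further: B-score of the F/F0 ratio slope over 7 to 12 s after thallium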
An asterisk follows results filed as active; / = no result given.

SMILES	PPARg SRC1 recr	SRC2 TRFRET art	DTT redox prof	S1P3 antagonist	RAM network inh	L major viab	PPARg SRC-3 ag	bIAP inhibitor	PPARg SRC2 recr	HMGR II inh	ROMK mod
c1ccc(CSc2nnc(-c3cccs3)n2Cc2ccco2)cc1	1.3	1616	2.2	9.9	2.3	41.8	0.3	-19.5	6.8	-4.0	/
CCCc1cc(C(=O)NNC(=S)NCC)c2ccccc2n1	-4.0	1742	-0.1	8.5	0.0	-1.1	4.9	11.1	9.8	-2.5	0.54
COc1ccc(NC(=O)NCc2ccco2)cc1OC	-2.9	1584	-0.1	-11.5	1.1	-1.8	1.4	-22.3	-2.5	2.3	-4.87e-06
COc1ncnc2c1NC1=C(S2)C(=NCCC(=O)O)CC(C)(C)C1	8.4	1481	-8.4	/	0.0	-3.8	6.8	14.1	1.9	-1.8	/
Cc1ccccc1CN1N=C(/C=C/c2ccccc2)CCC1=O	-1.1	1524	-0.8	-13.4	2.5	-2.8	-1.1	3.0	-1.6	-1.4	0.732
COC(=O)CSc1nc2ccc(NC(=O)c3ccccc3C(=O)N3CCOCC3)cc2s1	11.5	1494	0.3	-38.7	9.1*	-5.7	-0.9	-8.6	7.2	-11.0	/
CCC(=O)NC(=S)Nc1ccccc1F	2.8	1605	-4.5	/	1.2	-4.0	21.9	3.3	5.6	-1.9	/
N#CC1=C(N)N=C(SCc2ccccc2)C(C(N)=O)C12CCCCC2 (stereo not drawn)	8.9	1711	-4.2	16.3	0.0	7.2	4.7	17.6	6.6	-1.5	/
COc1ccc(NS(=O)(=O)c2cc(NC(=O)c3nc4nc(C)cc(C)n4n3)ccc2C)cc1	0.7	1299	0.3	-11.6	2.3	72.2*	0.8	-29.0	-5.3	-9.1	0.00211
Cc1ccc(C)c(N2CCN(C(=O)C3CCCN(S(=O)(=O)c4c(C)[nH]c(=O)[nH]c4=O)C3)CC2)c1 (stereo not drawn)	-0.2	1491	0.2	/	1.0	-6.0	-2.7	4.3	3.0	-8.1	0.0945
C=CCSc1nc(-c2ccc(OC)cc2)c(C#N)c(=O)n1CC=C	7.4	1392	0.9	3.1	11.9*	22.2	4.0	16.5	-4.8	2.7	-1.57
CCOC(=O)c1c(C(F)(F)C(F)(F)C(F)(F)C(F)(F)F)n[nH]c1C	2.3	1592	0.0	/	0.0	1.0	7.4	5.3	2.7	-1.7	1.17
CC(C)OCCCNC(=O)c1cccc(NC(=O)c2ccccc2)c1	-0.1	1437	0.0	-2.8	0.7	33.6	2.4	5.2	-5.9	-3.6	0.159
CC(=O)Nc1ccc(S(=O)(=O)N2CCN(S(=O)(=O)N3CCCCC3)CC2)cc1	-0.6	1549	1.5	2.7	2.4	-1.8	-3.4	-1.7	0.5	1.0	0.169
COc1ccc(C2=NN(C3=NN=C(N)Cc4ncnn43)C(O)(C(F)(F)F)C2)cc1 (stereo not drawn)	-4.4	1544	-0.7	-5.7	2.3	-5.4	-1.8	-71.6	-1.3	-2.5	0.181
O=C(O)c1ccccc1C(=O)N(Cc1ccccc1)Cc1ccccc1	4.3	1451	0.0	/	0.4	-7.4	-0.8	6.1	7.9	-4.1	-0.0584
CCOC(=O)CCn1nc(-c2ccc(C)cc2)c2ccccc2c1=O	0.9	1476	-0.8	7.5	1.7	14.2	1.9	-15.0	-5.0	3.9	-0.793
Cc1nc2ccccn2c1C(=O)Nc1ccc2c(c1)OCCO2	3.9	1588	0.2	/	0.8	-6.2	15.7	19.0	4.1	-7.0	0.021
O=C1CC(Nc2ccc(N3CCOCC3)cc2)C(=O)N1c1ccccc1 (stereo not drawn)	5.5	1608	-0.3	/	0.5	-1.6	1.3	3.8	10.3	-6.2	-0.0651
CCN(CC)S(=O)(=O)c1ccc(-n2cnnn2)c(C)c1	-1.9	1453	0.9	/	-0.5	-6.2	-4.0	4.6	4.6	1.1	0.516
O=C(Nc1ccccc1)NC1(C(=O)NCCCN2CCOCC2)CCCCC1	-1.3	1623	-0.1	-18.1	-0.4	-0.3	1.8	-55.2	0.8	-1.2	0.89
CC1Cc2ccccc2N1C(=O)CSc1ncccc1C(=O)O (stereo not drawn)	-0.5	1447	-1.3	3.2	/	-5.7	6.6	6.1	0.9	/	1.63
Cc1ccc(NCc2n[nH]c(=S)n2-c2ccccc2)cc1	0.7	1448	-2.3	-2.6	0.2	-3.0	0.2	-5.6	5.0	-1.8	0.00506
CCn1c(=S)sc2c(=O)n(-c3ccccc3)c(=S)[nH]c21	4.0	1664	1.1	-4.9	3.0	-0.4	6.9	-8.7	3.8	-8.4	1.45
O=C(CN1C(=O)NC2(CCCc3ccccc32)C1=O)N1CCc2ccccc2C1 (stereo not drawn)	-2.4	1384	-0.2	-5.3	1.6	15.8	-17.7	-1.3	1.0	-6.3	0.653
Next compounds follow.
SMILES	PPARg SRC1 recr	SRC2 TRFRET art	DTT redox prof	S1P3 antagonist	RAM network inh	L major viab	PPARg SRC-3 ag	bIAP inhibitor	PPARg SRC2 recr	HMGR II inh	ROMK mod
CC(C)(C)c1ccc(Oc2ccc(N)cc2)cc1	0.8	1616	0.6	4.2	1.4	31.9	0.3	-9.9	-1.1	-6.0	0.277
CC(C)C(=O)Nc1ccc(C(=O)Nc2nnc(C(C)C)s2)cc1	-0.3	1630	-0.1	2.3	3.5	1.7	8.2	2.8	12.4	1.2	-0.0459
COc1ccc(C(=O)OCc2nc(N)nc(Nc3ccccc3C)n2)cc1OC	15.0	1561	-0.7	-18.8	0.4	2.8	-0.4	-23.1	4.7	6.6	0.537
CCN(CC)CCNc1ccnc2cc(Cl)ccc12	6.2	1621	0.7	8.4	0.1	42.2	1.1	-11.4	3.1	-0.7	/
O=C(Nc1nnc(C2CC2)s1)c1cc([N+](=O)[O-])ccc1N1CCCCC1	2.2	1572	0.1	-21.2	3.5	0.2	-0.8	-1.8	-1.1	0.0	-0.324
Cc1ccccc1CCN(CC(=O)NC1CCCCC1)C(=O)c1csnn1	13.1	1693	-1.8	-5.2	0.6	-1.5	0.8	4.1	6.4	-1.4	-3.14*
CCC(=O)Nc1nc(OC)cc(OC)n1	3.4	1615	2.2	14.2	-1.0	-2.2	6.6	6.2	2.5	-0.9	/
COc1cccc(NC(=S)N2CCN(c3ccc([N+](=O)[O-])cc3)CC2)c1	1.3	1479	0.0	-4.2	5.4	-2.5	-0.8	21.2	7.7	-4.8	/
CC1CCN(S(=O)(=O)c2ccc(NC(=O)Cn3nnc(-c4ccccc4F)n3)cc2)CC1	10.5	1478	2.0	-30.8	2.8	19.8	-1.4	24.3	4.8	3.1	/
COC(=O)C(O)(CC(=O)c1ccc(OC)cc1)C(F)(F)F (stereo not drawn)	-10.2	1386	2.7	2.7	-1.0	-6.7	-19.5	9.2	-10.9	-11.5	/
CCN(CC)c1ccc(C(=O)NN)cc1	3.6	1707	-0.3	-14.3	0.7	5.3	4.4	15.7	3.2	-4.9	0.154
CCn1c(CNc2ccc(C)cc2)nnc1SCC(=O)NCc1ccccc1	-0.7	1651	2.5	-14.8	2.4	4.9	0.5	-6.8	2.8	-3.9	/
CC(C)C1Cc2c(sc(NC(=S)NC(=O)c3ccccc3)c2C#N)CO1 (stereo not drawn)	-3.5	1636	0.6	-11.6	3.6	-4.7	-0.6	28.9	-1.0	-5.2	/
CC(C)(C)OC(=O)N1CCC[C@H]1c1nnc(SCc2c(F)cccc2Cl)o1	4.8	1648	0.0	-6.3	2.1	4.8	10.3	-6.6	7.9	-1.8	-0.305
Cc1cc(NC(=O)c2ccccc2)sc1C	-2.5	1673	0.0	26.0	-1.1	-1.6	0.4	7.5	-2.4	-6.1	-0.321
CCCOc1ccc(S(=O)(=O)NCc2ccc(OC)cc2)cc1	3.7	1627	1.9	22.6	0.6	-7.5	-5.4	24.2	4.8	-1.8	-1.77
CCC(Oc1cc(Cl)ccc1Cl)C(=O)NN1C(=O)C2C3CCC(C3=C(C)C)C2C1=O (stereo not drawn)	-2.2	1522	0.4	/	3.0	98.4*	0.1	11.9	-0.3	-2.6	-0.0108
CCN(CC)c1ccc(-n2c(O)c(C=C3N=c4ccccc4=N3)sc2=S)cc1	7.5	1629	1.8	-2.9	3.0	-5.1	-1.1	0.8	-4.2	-6.4	/
CCCOc1cc(N(CC)CC)ccc1/C=C(/C#N)c1nc2ccc(C)cc2[nH]1	2.4	2008*	-2.9	/	4.3	66.0*	4.7	48.3	37.3*	-5.4	-4.22*
COc1ccc(CCNC(=O)C2CCN(S(=O)(=O)c3cnc[nH]3)CC2)cc1OC	3.5	1705	-2.4	-59.8	0.7	-7.0	-0.9	4.0	3.2	0.3	/
COC(=O)c1ccc(OCC(O)CN2CCC(C)CC2)cc1 (stereo not drawn)	2.6	1436	-1.2	-4.8	0.7	-0.7	-6.3	-0.2	-12.3	-6.3	/
COc1ccc(-n2c3c(cc(C(=O)N4CCC(C)CC4)c2=O)C(=O)CC(C)(C)C3)cc1	4.7	1820	-4.1	-27.8	-0.8	-4.3	9.3	-12.5	2.0	0.9	/
N#CC1=C(N)Oc2n[nH]c(-c3cccs3)c2C1C1C=CCCC1 (stereo not drawn)	7.1	1451	19.7	/	2.8	24.4	8.7	10.3	3.3	4.0	/
COc1ccc(NC(=S)Nc2cccc(S(=O)(=O)N3CCCCC3)c2)cc1	-1.0	1606	0.0	1.0	-0.3	95.3*	-1.3	48.4	-3.3	-5.7	/
Cc1cc(C)nc(/N=C2\NC(=O)CC(C(=O)O)N2c2ccc(Cl)cc2Cl)n1 (stereo not drawn)	2.8	1591	-0.8	-30.8	6.3	-2.7	2.5	11.6	0.7	-1.1	-1.33
Further structures follow.
SMILES	PPARg SRC1 recr	SRC2 TRFRET art	DTT redox prof	S1P3 antagonist	RAM network inh	L major viab	PPARg SRC-3 ag	bIAP inhibitor	PPARg SRC2 recr	HMGR II inh	ROMK mod
CCCCC/C(=N\NC(=O)Nc1ccccc1)c1ccccc1	9.4	1829	-0.6	9.3	9.5*	47.5	0.2	23.3	6.7	-1.0	/
O=C(Nc1ccc(S(=O)(=O)N2CCC(C(=O)NC3CCCCC3)CC2)cc1)c1ccco1	11.0	1555	0.3	3.4	2.2	1.4	1.4	17.9	10.8	2.3	0.553
N[C@@H](Cc1ccc(O)cc1)c1nnc([C@H](CC(=O)O)NC(=O)C2CCNCC2)o1	-7.9	1541	0.6	10.0	0.8	2.0	-2.4	-9.7	-6.0	-6.1	/
O=C(CCCN1C(=O)CCC1=O)Nc1ccccc1F	2.3	1630	0.0	/	1.2	-4.7	18.9	-4.8	4.5	-4.0	/
O=[N+]([O-])c1ccc(/C([O-])=C(/C(=S)Nc2ccccc2F)[n+]2ccccc2)cc1	12.5	1706	-1.0	-10.0	3.5	-3.5	2.0	19.2	9.9	-3.8	0.878
CCOC(=O)c1c(NC(=O)CC2SC(N)=NC2=O)sc(C)c1C (stereo not drawn)	-2.8	1684	-0.9	-10.3	-0.5	12.3	1.8	-13.1	4.9	-3.7	0.769
COc1ccc(-c2nnc3sc(COc4ccc(C)cc4)nn23)cc1	-0.8	1396	2.3	15.0	7.1	3.9	5.2	11.2	4.4	3.9	/
